Assay outcomes (PubChem)
CRFR2-BP antag = blocks CRF-induced signaling of the CRF-BP/CRF-R2 complex; HEK293 CRF-R2/CRF-BP, CRF-induced calcium fluorescence; actives 0.59% (n = 350,000); inhibition, % at 11.8 µM; AID 588475;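 active means inhibition of the ligand-induced calcium signal above about 50% at the single tested concentration, limit read from the data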
IDE cell inh = cellular human IDE inhibition; P14735; HEK cells, FAbetaB cleavage, fluorescence polarization; inhibition, % at 5.59 µM; actives 0.41% (n = 320,000); AID 434962;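 active means percent inhibition above the average of all tested compounds plus 3 SD, set per screening campaign, cut at about 16% in these data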;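 further: IDE supplied by intact live HEK cells; FP after avidin binding of uncleaved biotin substrate so inhibition keeps polarization high; 0% = DMSO wells and 100% = 60 µM reference IDE inhibitor Ii1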
GalR3 antag = antagonists of human GalR3 | actives 0.44% (n = 360,000) | inhibition, % at 3 µM | HEK293 GalR3-CNG cAMP membrane potential fluorescence; galR3 body fused to GalR1 C-terminus | AID 651719;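 active means inhibition above the screen-wide average plus 3 SD, cut at about 13% in these data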;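 further: forskolin and galanin both at EC90 stimulate the cells; cAMP rise reported by CNG channel membrane potential dye signal; 0% = forskolin plus galanin with DMSO and 100% = forskolin alone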
IDE cell activ = boosts human insulin-degrading enzyme activity in HEK cells; FAbeta-B cleavage, fluorescence polarization; 0% vehicle, 100% cell-free pure enzyme wells; activation, % at 5.96 µM; actives 0.073% (n = 340,000); AID 493087;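 active means activation above the mean of all tested compounds plus 3 SD, set per screening campaign, cut at about 17% in these data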
IMP-1 inh = blocks Pseudomonas aeruginosa IMP-1 metallo-beta-lactamase; purified IMP-1, nitrocefin hydrolysis, epi-absorbance fluorescence; inhibition, % at 5.6 µM; actives 0.45% (n = 290,000);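 active means inhibition above the mean plus 3 SD of all compounds in the same screening run, cut at about 4.5% in these data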;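 further: 0% = IMP-1 with DMSO and 100% = DMSO wells lacking enzyme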
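Test system: recombinant IMP-1 enzyme, purified / Medium: HEPES buffer pH 7.1 with ZnSO4 and Brij 35 / Doses: single dose, 5.6 µM / Times: 25 °C, 15 min preincubation, 25 min reaction / Detection: Epi-absorbance via hydrolysed-nitrocefin quenching of white-plate fluorescence, 480/530 nm, EDTA stop / Evaluation: percent inhibition from optical density relative to buffer-blank wells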
p-CIP stab down = compounds decreasing mouse p/CIP protein stability. actives 0.01% (n = 290,000). decrease of EGFP signal, % at 10 µM. F442A p/CIP-EGFP cells, EGFP fluorescence, 16 h. AID 1984;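 active means EGFP signal decrease of at least 30% at 10 µM or well 3 SD below plate mean, unless failing retest; inactive means the rest, including hits failing retest or dose response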; further: some compounds called inactive have numbers as strong as hits; many of its hits are not listed in these tables
Target sequence (Q05BA5 1-1403): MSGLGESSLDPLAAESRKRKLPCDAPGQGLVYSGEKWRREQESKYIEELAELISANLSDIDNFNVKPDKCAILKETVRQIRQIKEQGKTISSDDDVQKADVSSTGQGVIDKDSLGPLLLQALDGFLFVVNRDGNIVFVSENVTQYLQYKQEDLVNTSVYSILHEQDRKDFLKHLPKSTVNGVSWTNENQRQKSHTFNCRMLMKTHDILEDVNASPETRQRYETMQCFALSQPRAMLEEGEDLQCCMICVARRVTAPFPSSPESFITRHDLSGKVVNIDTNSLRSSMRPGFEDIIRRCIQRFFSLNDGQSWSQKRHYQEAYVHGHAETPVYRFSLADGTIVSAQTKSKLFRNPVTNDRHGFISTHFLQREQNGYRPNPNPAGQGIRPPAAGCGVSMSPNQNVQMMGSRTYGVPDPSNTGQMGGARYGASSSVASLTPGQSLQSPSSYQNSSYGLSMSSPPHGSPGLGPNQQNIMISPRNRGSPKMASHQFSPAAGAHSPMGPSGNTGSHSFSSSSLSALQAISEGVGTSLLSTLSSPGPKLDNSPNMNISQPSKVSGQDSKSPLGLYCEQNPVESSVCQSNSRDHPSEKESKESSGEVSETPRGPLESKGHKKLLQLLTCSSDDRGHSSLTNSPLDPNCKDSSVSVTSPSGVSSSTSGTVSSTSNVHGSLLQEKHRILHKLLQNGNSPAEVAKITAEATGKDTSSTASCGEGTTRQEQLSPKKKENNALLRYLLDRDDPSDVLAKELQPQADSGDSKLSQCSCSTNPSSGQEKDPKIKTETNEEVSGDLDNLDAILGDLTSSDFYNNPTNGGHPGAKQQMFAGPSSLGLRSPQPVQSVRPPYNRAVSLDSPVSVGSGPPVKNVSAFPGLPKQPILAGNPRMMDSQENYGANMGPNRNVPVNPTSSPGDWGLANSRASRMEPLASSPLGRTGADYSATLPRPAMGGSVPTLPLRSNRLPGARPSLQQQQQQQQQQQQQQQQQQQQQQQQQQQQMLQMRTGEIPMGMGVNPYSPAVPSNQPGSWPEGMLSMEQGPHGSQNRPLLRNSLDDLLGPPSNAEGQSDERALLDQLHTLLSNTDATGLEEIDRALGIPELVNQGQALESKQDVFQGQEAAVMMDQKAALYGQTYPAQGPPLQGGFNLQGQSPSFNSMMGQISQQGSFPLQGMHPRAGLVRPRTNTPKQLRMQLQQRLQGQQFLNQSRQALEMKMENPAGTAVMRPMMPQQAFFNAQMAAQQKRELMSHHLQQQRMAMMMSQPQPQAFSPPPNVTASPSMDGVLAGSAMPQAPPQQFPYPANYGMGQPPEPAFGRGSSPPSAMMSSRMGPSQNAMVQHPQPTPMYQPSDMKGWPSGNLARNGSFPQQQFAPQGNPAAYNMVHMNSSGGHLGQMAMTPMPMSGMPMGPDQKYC
HCV NS3 hel inh = inhibitors of Hepatitis C virus NS3 helicase. actives 0.56% (n = 290,000). NS3 helicase DNA unwinding, Cy5 molecular beacon fluorescence. inhibition, % at 10.9 µM;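 active means inhibition above the mean of all tested compounds plus 3 SD, set per campaign, cut at about 35% in these data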;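 further: 0% = DMSO wells and 100% = thioflavine S control wells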
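Test system: hepatitis C virus NS3 helicase domain fragment enzyme. Also added: annealed dual-labelled DNA beacon duplex, ATP-started. Timing: 60 min unwinding reaction at 25 °C after ATP addition. Technique: Cy5 fluorescence. Measure: % inhibition of unwinding.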
VIM-2 inh = inhibitors of Pseudomonas aeruginosa VIM-2 metallo-beta-lactamase | purified VIM-2, nitrocefin hydrolysis, epi-absorbance fluorescence | inhibition, % at 5.6 µM | actives 0.89% (n = 290,000) | AID 1527;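 active means inhibition above the mean of all tested compounds plus 3 SD, cutoff set per screening run, cut at about 7.5% in these data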;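 further: red hydrolysis product quenches plate fluorescence so inhibitors raise well fluorescence; 0% = enzyme with DMSO and 100% = DMSO without enzyme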
SUMO HTRF inh = inhibitors of human SUMOylation (UBC9) | P63279 | HTRF SUMOylation assay, SAE1/SAE2 + UBC9, in vitro | inhibition, % at 35 µM | actives 0.36% (n = 290,000) | AID 2006; in the data active means inhibition above about 50%, passing the limit was not always enough; further: strong numbers were not always called active
* hit, by the source's call; . = no result given.

Molecule | CRFR2-BP antag | IDE cell inh | GalR3 antag | IDE cell activ | IMP-1 inh | p-CIP stab down | HCV NS3 hel inh | VIM-2 inh | SUMO HTRF inh
Cc1c(Cc2ccccc2)c(=O)oc2cc(OC(=O)c3ccccc3)ccc12 | 14 | 1 | 1 | 7 | -1.9 | -7 | -2 | -1.5 | 12
Cc1nc(SCC(=O)NC2CCCCC2C)c(C#N)c(C)c1C (stereo not drawn) | 2 | 2 | 0 | 5 | . | . | . | . | .
O=C(CSc1nnc(Cc2cccs2)n1-c1ccc(Cl)cc1)NCc1ccc2c(c1)OCO2 | -2 | -4 | -5 | 1 | -2.8 | -9 | -15 | -3.3 | 16
CCN(CC)C(=O)CSc1nnc([C@H](CCSC)NC(=O)OC(C)(C)C)o1 | -3 | 0 | 3 | 0 | -2.3 | 7 | -7 | -0.7 | 11
COc1ccc(C(=O)NC2(C(F)(F)F)NC(=O)N(CCCc3ccccc3)C2=O)cc1OC (stereo not drawn) | -15 | 13 | -4 | -4 | -0.6 | -3 | -8 | -4.9 | -26
COc1ccc(OC)c(C2=NS(=O)(=O)N(C)C(C(=O)Nc3ccc(F)cc3F)=C2)c1 | 6 | 2 | -9 | 1 | -3.1 | -14 | -20 | 1.1 | 5
Cn1c(SCC(=O)C(C)(C)C)nnc1-c1ccc(F)cc1 | -17 | 6 | -8 | 0 | 1.7 | 12 | -7 | 0.9 | 20
Cc1ccc(NC(=O)C2Cc3ccccc3CN2C(=O)c2ccco2)cc1S(=O)(=O)N(C)C (stereo not drawn) | -8 | 3 | -7 | 1 | -1.0 | 1 | 1 | -1.2 | 4
O=P(/C(=N/O)Sc1ccccc1)(N1CCOCC1)N1CCOCC1 | 3 | -1 | -3 | 7 | -2.9 | -7 | -7 | -0.7 | -3
CC(C)c1nnc(NC(=O)c2cccc(-n3cnnn3)c2)s1 | -4 | 5 | -3 | 5 | -2.6 | -5 | 1 | -2.8 | 10
CC(NC(=O)C(=O)NCCN1CCN(C(=O)c2ccc([N+](=O)[O-])cc2)CC1)c1ccccc1 (stereo not drawn) | 9 | -1 | -9 | -3 | 0.0 | -16 | 2 | 0.0 | -11
COc1ccc(-c2cc3nc(C)n(N)c(=O)c3s2)cc1 | -18 | 0 | -3 | -2 | -2.2 | 0 | -6 | -0.9 | 16
O=C(CN1CCCC1)NCC1(c2ccccc2)CCOCC1 | 1 | -2 | 0 | -8 | -0.9 | 10 | 5 | -1.2 | 6
Cc1ccc(S(=O)(=O)N2CCC(C(=O)OCC(=O)N(C)Cc3ccccc3)CC2)cc1C | 7 | -4 | 2 | 5 | . | . | . | . | .
Cc1ccc(/C=C2/NC(=O)N(Cc3ccc(Br)cc3)C2=O)o1 | -5 | 10 | -2 | -14 | -5.0 | -14 | 27 | -3.3 | 4
Cc1cc(C)cc(-n2ccnc2SCC(=O)c2c(N)n(C3CC3)c(=O)[nH]c2=O)c1 | -1 | -4 | -4 | 2 | . | . | . | . | .
Cc1nn(CC(=O)NCCc2cccs2)c(=O)c2cc3ccccc3n12 | 0 | 7 | -3 | -1 | -3.5 | 5 | 9 | -1.6 | 13
CC(C)(C)N1[C@@H](CC(=O)O)c2cc(C(F)(F)F)ccc2S1(=O)=O | -5 | 5 | -2 | -4 | . | . | . | . | .
COCCN1C(=O)/C(=C/c2ccc(Oc3ccc([N+](=O)[O-])cn3)c(OC)c2)SC1=Nc1ccccc1 | 6 | -3 | -6 | 3 | -5.3 | -6 | -1 | -4.7 | 5
CC1=CC(C)(C)N=C(Nc2nc(C)c3cc(C)cc(C)c3n2)N1 | -52 | 1 | -6 | -1 | -2.6 | 2 | -27 | 6.6 | 10
CCO[C@@H]1OC(C(=O)N2CCN(Cc3ccc4c(c3)OCO4)CC2)=C[C@H](C2CCCCC2)[C@H]1CCCO | -9 | 0 | -5 | 10 | -0.7 | 8 | -10 | -0.3 | -11
CCCn1cnc2scc(-c3ccc(OC)cc3)c2c1=O | 3 | 6 | -3 | 4 | -2.0 | -4 | 5 | 0.5 | 1
C=CCC[C@@H](Cc1ccc(F)cc1)C(=O)OC[C@@H](NC(=O)[C@H](CC=C)CC(=O)N(CCO)Cc1ccccc1)c1ccccc1 | 3 | 4 | -6 | 4 | . | . | . | . | .
CCOC(=O)N1CCN(CC(=O)c2ccc(O)cc2O)CC1 | 6 | 4 | -9 | 2 | -0.3 | -4 | 33 | 3.0 | -11
CN1CCN(CC#CCC(O)(c2ccccc2)c2ccccc2)CC1 | -7 | -6 | -3 | 9 | -3.5 | -6 | 2 | -1.8 | 15
NNC(=O)c1ccc(COc2cccc3ccccc23)cc1 | -2 | 3 | 3 | 0 | 0.0 | 1 | -24 | -0.5 | -19
CC(=O)Nc1ccc(N=Cc2ccc[nH]2)cc1 | -14 | -4 | -4 | -4 | -3.4 | 7 | -14 | -0.3 | 4
Cc1ccc(C(C)C)c(OCCCN2C(=O)NC(C)(C)C2=O)c1 | -34 | -2 | -5 | 5 | -4.3 | 0 | -1 | -2.9 | 6
C=CCn1c(SCC(=O)Nc2nc(C)cs2)nnc1C(C)NC(=O)c1ccccc1Cl (stereo not drawn) | -5 | 4 | -4 | 3 | -2.2 | -16 | -6 | -2.1 | 26
CCCC1C(=O)N(Cc2ccccc2)C(=O)CC1C (stereo not drawn) | -12 | 8 | -4 | 1 | -4.7 | -16 | 13 | -2.5 | 2
Cc1ccc2nc(NC(=O)C3CSC4(C)CCC(=O)N34)sc2c1 (stereo not drawn) | -29 | 7 | -7 | 2 | . | . | . | . | .
CC1=CC(C#N)(C#N)C(C#N)(C#N)C(c2ccccc2)N1 (stereo not drawn) | . | 11 | . | . | -1.6 | -9 | -1 | -1.8 | -14
Cn1ccc(CC(=O)N2CCC(N3CCC(C(=O)N4CCCC4)CC3)CC2)c1 | 12 | 0 | -7 | 0 | -1.8 | -1 | 8 | -2.0 | 16
Cc1c(Cl)cccc1NC(=O)Cn1c(CCC(=O)O)ccc1-c1ccccc1 | 10 | 1 | -8 | 3 | -1.1 | -3 | 3 | -0.9 | -1
COc1ccc(C(=O)N2CCN(CCNC(=O)C(=O)Nc3ccc(Br)cc3)CC2)cc1 | 6 | -6 | -2 | -4 | -2.5 | -3 | -10 | -2.5 | -8
CCCCNC(=O)CCn1nc(-c2ccc(Cl)cc2)ccc1=O | -11 | 7 | -10 | 5 | -4.0 | -3 | -1 | -2.8 | -5
CC(=O)c1ccc(S(=O)(=O)N2CCCCC2C(=O)O)cc1 (stereo not drawn) | 0 | -5 | -6 | 5 | -2.0 | 3 | -1 | 1.7 | 24
COc1cc(/C=N/NC(=O)/C(=C/c2ccccc2)CCO)ccc1O | -13 | -1 | 7 | 3 | -3.6 | -4 | 0 | -6.4 | -18
Cc1nc(-c2ccc(F)cc2)c(CC(=O)N2CCN(S(=O)(=O)c3ccc(F)cc3)CC2)s1 | -10 | 3 | 0 | -1 | -1.6 | 5 | -11 | 0.0 | -1
O=C(O)c1cccc2cccnc12 | -5 | 1 | 1 | -2 | -2.7 | -11 | 0 | -0.8 | 7
COc1ccc(OC)c(/C=N/NC(=O)CNC(=O)c2cccc3ccccc23)c1 | 3 | 2 | 0 | 4 | -1.9 | 5 | -3 | -2.7 | 17
COC(=O)C1=C(C)NC(=O)C1(NS(=O)(=O)c1ccc(NC(C)=O)cc1)C(F)(F)F (stereo not drawn) | 8 | -2 | -6 | 0 | -0.9 | -36 | 6 | -2.7 | 0
O=C(CCN1CCN(c2ccccc2)CC1)c1ccc(Br)cc1 | 7 | 9 | -9 | -2 | -1.9 | 6 | -19 | -3.9 | 8
O=C(c1ccccc1)c1ccc(OCCn2cnc3ccccc3c2=O)cc1 | 0 | 7 | -4 | 8 | 0.5 | -7 | -15 | 0.5 | 9
CCn1c(N2CCN(C(=S)NCCc3ccccc3)CC2)nc2ccccc21 | 14 | 1 | -1 | 3 | -2.6 | 8 | -23 | -3.0 | -21
Cn1c(SCC(=O)NCCc2ccccc2)nnc1-c1ccncc1 | 1 | 0 | -6 | 1 | -3.8 | 2 | -4 | -1.4 | 2
O=C(/C=C/c1ccccc1)Nn1c(-c2cccs2)nc2ccccc2c1=O | -2 | 7 | -7 | 1 | -3.1 | -6 | 10 | -2.9 | 4
CC(=O)N1CCN(CC(=O)O)CC1 | . | -3 | . | . | -2.6 | 6 | 2 | -2.0 | 15
CCOC(=O)C1(CCCc2ccccc2)CCN(Cc2cn(CC)nc2C)CC1 | -7 | 1 | -6 | 4 | -1.6 | -20 | -13 | -1.3 | 26
COC(=O)c1cc(NC(=O)c2c(C)noc2C)ccc1N1CCOCC1 | 21 | -8 | 0 | 8 | -0.9 | 13 | 10 | -1.4 | 9
COc1cc(OC)c(OC)cc1CNCc1ccc2c(c1)OCO2 | -4 | 0 | -7 | 3 | -2.0 | 12 | -5 | -3.8 | 0
Cc1cc(NC(=O)CSc2nnc(Cc3cccn3C)n2CCc2ccccc2)no1 | 1 | 3 | 1 | 4 | -0.6 | -12 | 2 | -3.5 | 12
Cc1cccc(NC(=S)N/N=C/c2ccc3c(c2)OCO3)c1 | -1 | 3 | -7 | -3 | -1.4 | 5 | -6 | 0.3 | -37
CCCCNC(=O)Oc1ccc(C(=O)N2c3ccccc3NC(=O)C2C)cc1 (stereo not drawn) | -1 | 0 | -9 | -2 | -2.1 | -1 | 9 | -2.7 | -3
O=C1N/C(=N/N=C/c2ccco2)SC1Cc1ccccc1 (stereo not drawn) | 5 | -9 | 0 | -2 | -3.5 | 10 | 8 | -3.0 | 10
CCc1[nH]nc2c1C(c1ccncc1)C(C#N)=C(N)O2 (stereo not drawn) | 13 | -4 | -7 | 1 | 0.6 | -9 | -10 | 2.7 | -4

More results follow.
Molecule | CRFR2-BP antag | IDE cell inh | GalR3 antag | IDE cell activ | IMP-1 inh | p-CIP stab down | HCV NS3 hel inh | VIM-2 inh | SUMO HTRF inh
Cc1ccc(CNC(=O)CCS(=O)(=O)c2ccc3nc(C)sc3c2)cc1 | 4 | 2 | . | -4 | 0.4 | -5 | -2 | -1.9 | -1
COC(=O)Nc1nc2ccc(Sc3ccccc3)cc2[nH]1 | 8 | 0 | . | 4 | -1.2 | -4 | 1 | -1.3 | -6
Cc1ccnc(NC(=O)CCC(=O)N(CC(=O)NCc2ccc(F)cc2)Cc2ccccc2)c1 | -9 | -1 | . | 4 | -2.8 | -16 | -5 | -4.2 | -3
C=CCn1c(SCC(N)=O)nnc1-c1ccccc1O | 0 | 0 | -3 | 5 | -0.9 | -19 | -7 | -1.2 | 9
CC(C)(C)N1CC(C(=O)Nc2cccc(Cl)c2Cl)CC1=O (stereo not drawn) | 10 | -5 | 0 | 4 | -4.0 | -10 | 3 | -1.0 | 3
